NOTCH agonist: agonists of NOTCH signaling; NOTCH signaling luciferase reporter cells, luminescence; activation, % at 2.5 µM; hit rate 0.4% among 15,000; in the data active = activation above about 2.2%
S1P1 agonist: activates the human S1P1 receptor; Sphingosine 1-phosphate receptor 1 (Homo sapiens), P21453; S1P1 agonist cell-based reporter assay; activation, % at 4.5 µM; hit rate 1.5% among 16,000; AID 1044, 2008; in the data active = activation above about 80%
Target sequence (P21453 whole entry, looked up): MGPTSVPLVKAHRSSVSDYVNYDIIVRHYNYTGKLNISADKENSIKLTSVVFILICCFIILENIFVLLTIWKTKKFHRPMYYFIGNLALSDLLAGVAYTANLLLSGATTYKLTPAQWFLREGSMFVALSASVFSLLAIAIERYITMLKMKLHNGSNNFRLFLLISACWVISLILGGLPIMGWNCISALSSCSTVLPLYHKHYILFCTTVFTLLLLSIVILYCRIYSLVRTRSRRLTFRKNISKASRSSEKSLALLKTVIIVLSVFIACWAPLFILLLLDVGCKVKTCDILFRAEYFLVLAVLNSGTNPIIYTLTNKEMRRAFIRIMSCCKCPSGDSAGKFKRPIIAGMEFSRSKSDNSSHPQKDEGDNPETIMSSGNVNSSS
TLR4-MyD88 inh: inhibitors of human TLR4-MyD88 binding. hit rate 0.06% among 16,000. inhibition, % at 10 µM. Cell-based TLR4-MyD88 binding inhibition assay; in the data active = inhibition above about 45%
KOR antag MB: antagonists of human kappa opioid receptor OPRK1, Maybridge library; inhibition, % at 9 µM; OPRK1 cells, antagonist mode, fluorescence readout; hit rate 0.4% among 16,000; AID 652031, 2013; Kappa-type opioid receptor (Homo sapiens), P41145; in the data active = inhibition above about 50%
PME-1 Maybr inh: inhibitors of human PME-1 in Maybridge library. Protein phosphatase methylesterase 1 (Homo sapiens), Q9Y570. recombinant PME-1, FP-Rh probe fluorescence polarization. inhibition, % at 9 µM. hit rate 0.5% among 16,000. AID 2291, 2010; in the data active = inhibition above about 30%
Luminol counter: counter-screen for Nox1 inhibitors: inhibitors of luminol chemiluminescence; HRP/luminol/H2O2 chemiluminescence counterscreen; inhibition, % at 6.7 µM; hit rate 0.4% among 16,000; AID 1823, 2009; also: reference of the scale not given here
rat GALR2 agon: agonists of rat galanin receptor 2 (GALR2); Galanin receptor type 2 (Rattus norvegicus), O08726; hit rate 0.5% among 16,000; cell-based GALR2 agonist screen; activation, % at 10 µM; in the data active = activation above about 15%
Nox1 inh: inhibitors of human NADPH oxidase 1 (Nox1); Q9Y5S8; hit rate 0.81% among 16,000; AID 1792, 2009; HT29 cells, luminol chemiluminescence ROS; inhibition, % at 6.7 µM
Target sequence (Q9Y5S8 whole entry, looked up): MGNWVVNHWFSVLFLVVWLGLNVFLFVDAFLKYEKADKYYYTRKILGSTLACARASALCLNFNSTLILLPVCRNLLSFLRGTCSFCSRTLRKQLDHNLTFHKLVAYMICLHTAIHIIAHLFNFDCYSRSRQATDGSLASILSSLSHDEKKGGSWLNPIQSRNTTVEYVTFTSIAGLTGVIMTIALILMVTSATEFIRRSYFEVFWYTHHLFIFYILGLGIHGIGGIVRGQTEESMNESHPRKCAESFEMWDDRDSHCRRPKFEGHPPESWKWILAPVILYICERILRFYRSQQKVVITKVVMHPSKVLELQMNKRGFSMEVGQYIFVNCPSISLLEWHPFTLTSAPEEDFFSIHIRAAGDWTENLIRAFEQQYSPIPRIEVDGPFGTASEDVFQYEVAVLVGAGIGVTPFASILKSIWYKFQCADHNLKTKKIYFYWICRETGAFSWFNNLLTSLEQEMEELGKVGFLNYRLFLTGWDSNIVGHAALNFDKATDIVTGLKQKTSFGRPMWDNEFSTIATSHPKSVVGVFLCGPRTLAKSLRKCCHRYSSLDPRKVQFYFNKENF
Numbers without * were called inactive; x = not tested or not shown. Rule as the data show it, unless noted: active = inhibition above about 75%; inactive = the rest.

canonical_smiles,PME-1 Maybr inh,NOTCH agonist,Luminol counter,S1P1 agonist,KOR antag MB,rat GALR2 agon,Nox1 inh,TLR4-MyD88 inh
C=CCN/C(SCC(=O)c1cccc([N+](=O)[O-])c1)=C(\C#N)C(=O)OCC,7,0.3,0,15,-26,-4,-39,7
CCCS(=O)(=O)c1csc(C(=O)OC)c1NNC(=O)c1cc(Cl)cc(Cl)c1,3,1.2,-1,7,-8,-6,-68,-1
O=C(Oc1c(Cl)cc(Cl)c2cccnc12)c1cccs1,4,-0.2,4,-4,-17,8,-34,14
CNC(=S)Nc1ccccc1-n1cccc1,-2,-0.3,4,-14,1,-1,-35,-5
CCCc1c(O)ccc2c(=O)cc(C(=O)OC)sc12,8,-0.5,-7,3,-5,-4,32,-7
Cc1ncc2c(N)ncnc2n1,0,-1.3,-3,1,23,-6,-2,18
COC(=O)c1sccc1N/C=C(\C#N)C(=O)c1ccccc1,14,-0.1,0,-19,11,-5,-35,-6
Cc1onc(-c2c(Cl)cccc2Cl)c1C(=O)NCc1ccc2c(c1)CCO2,3,0.3,-1,-3,-7,1,-103,-7
Cc1csc2c(NC3CCN(Cc4ccccc4)CC3)ncnc12,-2,0.2,3,-5,x,-8,-5,-5
O=[N+]([O-])c1ccccc1C(O)CO (stereo unspecified),7,-0.1,-6,13,2,-4,6,2
Cc1ccc(C(=O)Nc2ccc(Oc3cccc(C(F)(F)F)c3)nc2)cc1,-6,-1.0,4,28,7,0,-31,6
Clc1cccc(Cl)c1-c1noc(CN2CCCCC2)n1,6,-0.1,-1,2,-6,-6,-52,-1
CN1CCN(C(=O)Oc2ccccc2)CC1,8,0.5,-6,-4,23,-5,22,-11
OCn1nnn(-c2ccccc2)c1=S,1,-0.6,28,-7,-4,-5,-50,3
O=C(CSc1nc2ccccc2s1)N1CCCc2ccccc21,12,-0.3,-4,-6,-5,-3,-4,9
O=c1c2ccccc2nnn1-c1ccc(Br)cc1,-4,-0.5,-7,10,8,-4,-81,20
COc1cc(C(=O)Nc2ccccn2)cc(OC)c1OC,-3,-0.3,-3,-3,5,-5,2,-2
Cc1ccc(S(=O)(=O)N/N=C/c2cccc([N+](=O)[O-])c2)cc1,-2,-0.3,14,3,-3,-5,-70,3
OC(COC1CCCCC1)Cn1c2ccccc2c2ccccc21 (stereo unspecified),7,0.3,-7,10,-3,-7,18,6
O=c1cc(C(F)(F)F)cc[nH]1,0,-0.1,0,-16,2,-5,-11,0

18 entries from above, reformatted:
Results follow in this order: PME-1 Maybr inh, NOTCH agonist, Luminol counter, S1P1 agonist, KOR antag MB, rat GALR2 agon, Nox1 inh, TLR4-MyD88 inh
O=C(Oc1c(Cl)cc(Cl)c2cccnc12)c1cccs1
  4, -0.2, 4, -4, -17, 8, -34, 14
CNC(=S)Nc1ccccc1-n1cccc1
  -2, -0.3, 4, -14, 1, -1, -35, -5
CCCc1c(O)ccc2c(=O)cc(C(=O)OC)sc12
  8, -0.5, -7, 3, -5, -4, 32, -7
Cc1ncc2c(N)ncnc2n1
  0, -1.3, -3, 1, 23, -6, -2, 18
COC(=O)c1sccc1N/C=C(\C#N)C(=O)c1ccccc1
  14, -0.1, 0, -19, 11, -5, -35, -6
Cc1onc(-c2c(Cl)cccc2Cl)c1C(=O)NCc1ccc2c(c1)CCO2
  3, 0.3, -1, -3, -7, 1, -103, -7
Cc1csc2c(NC3CCN(Cc4ccccc4)CC3)ncnc12
  -2, 0.2, 3, -5, x, -8, -5, -5
O=[N+]([O-])c1ccccc1C(O)CO (stereo unspecified)
  7, -0.1, -6, 13, 2, -4, 6, 2
Cc1ccc(C(=O)Nc2ccc(Oc3cccc(C(F)(F)F)c3)nc2)cc1
  -6, -1.0, 4, 28, 7, 0, -31, 6
Clc1cccc(Cl)c1-c1noc(CN2CCCCC2)n1
  6, -0.1, -1, 2, -6, -6, -52, -1
CN1CCN(C(=O)Oc2ccccc2)CC1
  8, 0.5, -6, -4, 23, -5, 22, -11
OCn1nnn(-c2ccccc2)c1=S
  1, -0.6, 28, -7, -4, -5, -50, 3
O=C(CSc1nc2ccccc2s1)N1CCCc2ccccc21
  12, -0.3, -4, -6, -5, -3, -4, 9
O=c1c2ccccc2nnn1-c1ccc(Br)cc1
  -4, -0.5, -7, 10, 8, -4, -81, 20
COc1cc(C(=O)Nc2ccccn2)cc(OC)c1OC
  -3, -0.3, -3, -3, 5, -5, 2, -2
Cc1ccc(S(=O)(=O)N/N=C/c2cccc([N+](=O)[O-])c2)cc1
  -2, -0.3, 14, 3, -3, -5, -70, 3
OC(COC1CCCCC1)Cn1c2ccccc2c2ccccc21 (stereo unspecified)
  7, 0.3, -7, 10, -3, -7, 18, 6
O=c1cc(C(F)(F)F)cc[nH]1
  0, -0.1, 0, -16, 2, -5, -11, 0

Just Nox1 inh and PME-1 Maybr inh, for 2 of the compounds above:
SMILES,Nox1 inh,PME-1 Maybr inh
Cc1onc(-c2c(Cl)cccc2Cl)c1C(=O)NCc1ccc2c(c1)CCO2,-103,3
CCCc1c(O)ccc2c(=O)cc(C(=O)OC)sc12,32,8

The list continues:
canonical_smiles,PME-1 Maybr inh,NOTCH agonist,Luminol counter,S1P1 agonist,KOR antag MB,rat GALR2 agon,Nox1 inh,TLR4-MyD88 inh
N#C/C(=N\Nc1cccc(C(F)(F)F)c1)S(=O)(=O)c1ccsc1,6,-0.6,7,97*,-2,-10,-4,-8
O=C(CSc1ccc(Cl)cc1)NCCSCc1ccco1,1,0.3,-1,3,16,-6,24,9
CCn1c(CN2c3ccccc3Sc3ccccc32)n[nH]c1=S,14,0.5,16,0,-14,-8,26,-6
N#CC(C(=O)c1ccc(Cl)cc1)=C1SCCS1,5,-0.7,-3,6,18,-7,-29,-7
O=C(NCc1c(Cl)cccc1Oc1ccccc1)Nc1ccc(F)cc1,7,-0.8,-7,23,0,-7,34,1
O=C1Nc2ccccc2C1Cc1cccs1 (stereo unspecified),2,0.7,-2,-7,6,-7,-10,-4
O=[N+]([O-])c1ccc(OS(=O)(=O)c2cccc3nsnc23)cc1,14,-1.2,-7,13,-4,47*,23,6
Cc1c(C(=O)Cn2ccnc2)sc2ccc(Cl)cc12,-5,-0.1,8,104*,-14,-11,-30,2
CCOC(=O)c1c(/N=C/c2cc(Cl)cc(Cl)c2O)sc2c1CCC2,5,x,-2,-12,-7,-2,15,-15
CC(c1ccccc1)n1c(SCC(=O)c2csc3ccccc23)n[nH]c1=O (stereo unspecified),3,x,3,27,-43,-8,0,0
COc1cccc(N2CCc3c(C)c(C#N)c4nc5ccccc5n4c32)c1,7,-5.6,-7,-6,2,-4,-20,-8
Cn1nc(-c2ccc(S(N)(=O)=O)s2)cc1C(F)(F)F,5,-0.7,-3,-9,20,-2,-4,2
O=C1CSC(=O)N1CCS(=O)(=O)c1ccc(Cl)cc1,-1,0.1,3,-2,10,-7,-25,2
Cc1cc(C)c(C=C2C(=O)OC(C)(C)OC2=O)[nH]1,-8,-0.3,2,-20,-2,-1,-67,2
O=C(NNC(=S)Nc1cccc(Cl)c1)c1ccncc1,2,0.6,14,4,1,-5,30,-1
COc1ccccc1N1CCN(C(=O)c2cc(C)on2)CC1,1,-1.1,-1,-6,8,-5,-2,-1
O=C(NCCSCc1ccco1)c1ccc(Cl)cc1,-4,-0.3,-2,-10,-1,-2,-16,3
O=S(=O)(OC(Cc1ccccc1)C(F)(F)F)c1cc(Cl)c(Cl)s1 (stereo unspecified),-2,-0.9,1,0,3,-10,-29,5
O=S(=O)(c1ccc(Cl)cc1)c1ccccc1C(F)(F)F,0,-0.2,3,12,9,-11,-42,1
CCCn1c(=O)c2[nH]cnc2n(-c2ccccc2C)c1=O,-1,-0.1,4,-21,-12,2,-11,-2

Continued.
canonical_smiles,PME-1 Maybr inh,NOTCH agonist,Luminol counter,S1P1 agonist,KOR antag MB,rat GALR2 agon,Nox1 inh,TLR4-MyD88 inh
CCOC(=O)/C(C(=S)Nc1ccccc1)=C(\C)NCc1ccco1,-3,x,2,1,-36,-10,-30,2
O=C(O)c1cccnc1SCCS(=O)(=O)c1ccc(C(F)(F)F)cn1,0,-0.1,-1,0,4,-3,-2,4
O=C1NN(c2ccccc2)C(=S)Nc2ccccc21,1,1.0,2,-15,-1,-3,-36,-5
O=C(c1ccc(Cl)cc1)c1coc2c1cc(O)c1ccccc12,6,-0.6,-6,-19,-5,-5,-18,-6
CSC(/N=C(/N)C(F)(F)F)=C(C#N)C#N,-2,-0.7,-1,-11,5,-5,-46,10
O=c1[nH]nc(SCc2nc3ccccc3s2)n1Cc1ccco1,0,-0.5,0,2,-19,-7,-33,1
FC(F)(F)c1ccnc(NCc2ccc(Cl)cc2)n1,1,-0.1,-1,9,0,-4,-15,4
O=C(N/N=C/c1ccc(Cl)cc1)c1cc(=O)nc2sccn12,-2,0.5,2,-8,-1,2,-52,-4
Cc1nnsc1-c1onc(C)c1C(N)=O,3,-0.1,-3,4,-8,-7,-5,-1
NS(=O)(=O)c1ccc(NC(=O)CN2CCc3ccccc32)cc1,0,-0.2,-5,4,-1,5,-12,1
CC(C)S(=O)(=O)c1csc(C(=O)NN)c1-n1cccc1,6,-0.3,16,-9,-9,-5,7,-25
Cc1cc(C(=O)N2C=CC(C(F)(F)F)=NCC2)nn1C,3,-0.8,-3,-2,21,-7,4,8
CSc1nnc(Sc2ncc([N+](=O)[O-])s2)s1,-4,-0.6,2,-13,4,-3,-23,-16
O=C(CN1C(=O)c2ccccc2C1=O)Nc1ccc(F)cc1,1,0.2,-3,-7,-5,-5,5,4
O=C(OCC#CCOC(=O)c1ccccc1)c1ccccc1,4,0.1,-7,0,-1,-4,-2,4
N=S(Cc1ccc(Br)cc1)Nc1ccccc1 (stereo unspecified),3,0.0,-2,7,-14,-8,-20,1
O=S(=O)(/C=C/c1ccccc1)c1ccc(F)cc1F,0,-0.7,3,28,-8,-5,-14,8
O=C(Cn1cc(Cl)c(=O)c(Cl)c1)N/N=C/c1ccc([N+](=O)[O-])s1,6,-0.6,0,-16,-1,-5,-4,-3
Cc1onc(C(=O)NN)c1-c1csc(-c2ccccc2)n1,1,0.5,0,-15,4,-10,-6,-23
CCOC(=O)c1cc(C#N)c(SC)nc1-c1ccccc1,2,-0.5,0,-5,-36,-8,-35,-5

Carrying on:
canonical_smiles,PME-1 Maybr inh,NOTCH agonist,Luminol counter,S1P1 agonist,KOR antag MB,rat GALR2 agon,Nox1 inh,TLR4-MyD88 inh
O=C(CSCCCN1CCN(c2cccc(Cl)c2)CC1)N/N=C\c1cccs1,6,x,-1,5,-14,-9,-40,-2
O=c1[nH]c2ccccc2s1,4,-0.2,-5,-12,-12,-4,-34,3
COC(=O)c1sccc1N/N=C(\C#N)S(C)(=O)=O,8,0.1,-3,21,11,-7,36,1
O=C(Cc1ccccc1)Nc1ccc(Cl)cc1,3,-0.6,0,6,-4,-6,-35,-10
